Nrf2 block: Nrf2 pathway inhibition; A549 ARE-Fluc reporter, luciferase luminescence, 18-24 h; Potency, µM (series often up to 46 µM), for the others: at the top dose activity change, negative = inhibition, usual class: inhibitors; 360,000 compounds, 2.1% hits; AID 504444; also: potency is read from the fitted curve at half-maximal effect; % is scaled to controls: 0 for no effect and ±100 for the full control effect; nearly all actives have a fitted effect of over 60% in size
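In this cell-based qHTS, ARE-driven firefly luciferase in A549 cells reports Nrf2 activity; the luminescent signal after BugLite lysis is the measured value, with a prior CellTiter-Fluor read for cell health.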
Nrf2 activator: activates Nrf2 signaling | 410,000 compounds, 0.31% hits | Potency, µM (series often up to 46.1 µM), for inactives: at the top dose activation, hits mostly activators | AREc32 ARE-luciferase reporter (MCF7-derived line), luminescence, 24 h | AID 624171; also: potency is read from the fitted curve at half-maximal effect; % of control where 0% means no effect; nearly all actives have a fitted effect of over 65% in size
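AREc32 cells carrying an ARE-driven firefly luciferase reporter were seeded at 1000 cells/well in OPTI-MEM with 5% FBS, then exposed to compound for 24 hr at 37 deg C. Luminescence was read with Steady-Glo after 30 min at RT.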
A549 tox: A549 cytotoxicity, counter-screen for Nrf2 inhibitors; A549 ARE-Fluc cells, CellTiter-Fluor viability, 18-24 h; Potency, µM (doses to about 46 µM), for inactives: at the highest dose activity change, negative = cytotoxicity, usual class: inhibitors; 390,000 compounds, 0.16% hits; AID 504648; also: potency is read from the fitted curve at half-maximal effect; % is scaled to controls: 0 for no effect and ±100 for the full control effect
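A549 ARE_Fluc cells in 5% FBS OPTI-MEM were exposed to compounds in concentration-response for 18-24 h at 37 deg C. Viability was read by CellTiter-Fluor fluorescence (Ex 405/Em 525) after 30 min, before the luciferase read.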
IL-2 act: activators of IL-2; IL-2 activation reporter assay, cell-based qHTS; stimulated with anti-CD3/CD4/CD28 beads; in transgenic mouse T cells; 360,000 compounds, 0.065% hits; activation, % (series mostly up to about 46 µM); in the data active = activation above about 50%; inconclusive = mostly about 30% to 49%; also: 0% is about no effect
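First, unstimulated transgenic mouse T cells were exposed to compound for 60 min. Next, anti-CD3/anti-CD4-coated beads with anti-CD28 were added. Finally, after 18 h at 37 degrees C, EGFP and DsRed were imaged.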
ATXN2 expr inh: inhibitors of ATXN2 expression; HEK-293 ATXN2-luciferase reporter, luminescence, 24 h; Potency, µM (series often up to 57 µM), for the others: top-dose activity change, negative = inhibition, usual class: inhibitors; 360,000 compounds, 0.72% hits; AID 1745845; also: potency is read from the fitted curve at half-maximal effect; % is scaled to controls: 0 for no effect and ±100 for the full control effect; nearly all actives have a fitted effect of over 55% in size
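ATXN2-luciferase reporter cells (luciferase flanked by upstream and downstream ATXN2 gene portions) were treated 24 h at 37 °C with compounds at up to 57 uM. SteadyGlo luminescence gave expression; GF-AFC fluorescence gave viability.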
EPAC2 ag: agonists of human EPAC2 (RAPGEF4); 360,000 compounds, 0.079% hits; EPAC2 activation, biochemical qHTS; response scale: 100% = 6.5 mM cAMP response; Potency, µM (top dose mostly 154 µM), for inactives: top-dose activation, hits mostly activators; Q8WZA2; AID 720711; also: potency is read from the fitted curve at half-maximal effect; nearly all actives have a fitted effect of over 50% in size
Target sequence (Q8WZA2 whole entry, looked up): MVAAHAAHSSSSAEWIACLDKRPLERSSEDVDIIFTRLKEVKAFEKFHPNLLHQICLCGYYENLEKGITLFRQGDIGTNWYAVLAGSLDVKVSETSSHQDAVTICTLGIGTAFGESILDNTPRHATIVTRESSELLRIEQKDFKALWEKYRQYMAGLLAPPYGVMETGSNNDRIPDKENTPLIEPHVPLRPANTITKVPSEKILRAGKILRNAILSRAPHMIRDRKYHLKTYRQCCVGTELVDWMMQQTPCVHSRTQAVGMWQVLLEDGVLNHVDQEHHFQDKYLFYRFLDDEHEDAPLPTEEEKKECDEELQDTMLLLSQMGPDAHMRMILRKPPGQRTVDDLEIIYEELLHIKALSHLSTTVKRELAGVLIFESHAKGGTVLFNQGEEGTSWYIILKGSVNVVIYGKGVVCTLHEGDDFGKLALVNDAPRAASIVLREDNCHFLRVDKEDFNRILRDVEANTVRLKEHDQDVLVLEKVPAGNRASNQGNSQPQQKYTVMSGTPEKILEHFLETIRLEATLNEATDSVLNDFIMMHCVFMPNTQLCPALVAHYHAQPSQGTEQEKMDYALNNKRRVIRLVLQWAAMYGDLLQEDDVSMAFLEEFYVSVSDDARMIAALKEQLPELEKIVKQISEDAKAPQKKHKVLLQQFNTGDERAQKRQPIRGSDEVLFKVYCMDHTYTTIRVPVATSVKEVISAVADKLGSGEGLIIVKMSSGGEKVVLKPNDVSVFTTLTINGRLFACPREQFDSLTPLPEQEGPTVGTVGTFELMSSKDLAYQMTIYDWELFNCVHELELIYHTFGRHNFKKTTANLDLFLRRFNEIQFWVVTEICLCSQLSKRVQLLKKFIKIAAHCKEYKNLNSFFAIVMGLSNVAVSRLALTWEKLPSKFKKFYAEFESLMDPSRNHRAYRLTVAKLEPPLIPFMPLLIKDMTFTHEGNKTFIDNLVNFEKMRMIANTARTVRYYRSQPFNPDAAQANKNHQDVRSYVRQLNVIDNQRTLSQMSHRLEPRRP
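Exchange assay: 100 nM EPAC2 with 250 nM Rap1B-BODIPY-GDP and 50 uM GDP. Fluorescence (ex 480/em 540 nm) read every 5 min for 30 min at room temperature. Data normalized to 6.5 mM cAMP as agonist control.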
HepG2 viability: kills HepG2 cells in TGF-b inhibitor counter-screen | HepG2 CAGA-GFP viability, ATP luminescence, 18 h | Potency, µM (top dose mostly 46.1 µM), for inactives: at the top dose activity change, negative = cytotoxicity, actives largely listed as cytotoxic | 410,000 compounds, 0.76% hits | AID 588856; also: potency is read from the fitted curve at half-maximal effect; some results filed as inactive show a strong effect at the top dose
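CellTiter-Glo luminescence gave cytotoxicity after 18 hours at 37 degrees C. The cells were HepG2 CAGA-GFP in 1% FBS DMEM, stimulated with 500 pg/mL TGF-beta after compound addition. %Activity was normalised to no-cell wells (complete cell-killing) and DMSO (no toxicity), and curves were fitted and classified.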
TGFb inhibitor: inhibitors of TGF-b signaling. 410,000 compounds, 1.2% hits. HepG2 CAGA-GFP TGF-b/SMAD3 reporter, GFP fluorescence, 18 h; TGF-beta stimulated, 500 pg/mL final. AID 588855. Potency, µM (doses to about 46.1 µM), for inactives: top-dose activity, negative = inhibition, most hits filed as inhibitors; also: potency is read from the fitted curve at half-maximal effect; % is scaled to controls: 0 for no effect and ±100 for the full control effect; nearly all actives have a fitted effect of over 65% in size
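Cell-based qHTS in HEPG2 carrying a CAGA-GFP Smad reporter; compounds added before 500 pg/mL final TGF-beta, 18 h incubation at 37 degrees C, GFP fluorescence quantified per cell by imaging cytometry.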
S2 tox: viability counter-screen for ATXN expression inhibitors | 400,000 compounds, 0.49% hits | Potency, µM (highest dose often 56.7 µM), actives largely listed as cytotoxic | AID 651635 | S2 cells (HEK-293 line with an ATXN2-luciferase reporter) viability, CellTiter-Fluor protease fluorescence, 24 h; also: potency is read from the fitted curve at half-maximal effect; nearly all actives have a fitted effect of over 40% in size
The depositor's hits bear a star; i = inactive; ? = inconclusive; . = not tested or not shown; & = joins results of further samples; [ ] = dose if it differs, or a comment. Unless noted, calls follow the shape of the dose curve; as a rule, active = well fitted curve in the direction sought with a large enough effect; inconclusive = small, poorly fitted or top-dose-only effect, or another doubt; inactive = no such curve, though single readings can be large; an effect the other way counts as inactive or inconclusive. Not a hit list (roughly 4.3% active in at least one column).

mol | Nrf2 block | Nrf2 activator | A549 tox | IL-2 act | ATXN2 expr inh | EPAC2 ag | HepG2 viability | TGFb inhibitor | S2 tox
CCCCn1c(=O)[nH]c(=O)c2c1nc(-c1ccc(OC(F)F)c(OC)c1)n2C | -29% | 2.5% | -3% | -0.7 | 0% | 10% | -6% | -14% | i
COc1ccccc1OCC(=O)OCn1c(SC)nnc(C)c1=O | 11% | -0.4% | 4% | 2.0 | 6% | -2% | -21% | -6% | i
Cc1ccc(-n2nnnc2CNC(=O)C(=O)c2c[nH]c3ccccc23)cc1C | . | 1.6% | . | -1.9 | . | 4% | -42% | 0% | i
COc1ccc(C2=Nc3ccccc3NC(=O)C2N(C(=O)c2cc3ccccc3[nH]2)c2ccccc2)cc1 (centres undefined) | . | 9.6% | . | -0.3 | 54%[activator] | -5% | 21% | -17% | ?
O=C(O)Cc1csc(-c2cccc(F)c2)n1 | -9% | 0.5% | 1% | 0.5 | -12% | 7% | -8% | 0% | i
CC(=O)Nc1nc(SCC(=O)NCc2ccc(F)cc2)[nH]c(=O)c1NC(=O)c1cccs1 | -6% | 0.4% | 15% | 0.8 | . | 22% | 9% | -1% | i
CCOC(=O)c1c(C)n(C)c2ccc(OC(=O)c3ccoc3)cc12 | -1% | -0.7% | 3% | -2.6 | 0% | 23% | -5% | 0% | i
CCOc1ccc(OCCC(=O)OCC(=O)Nc2cccc(S(=O)(=O)N3CCCCC3)c2)cc1 | ? | 1.2% | 1% | 0.9 | . | -4% | -16% | -23% | i
Cc1cnc(C(=O)Nc2cc(S(=O)(=O)N3CCOCC3)ccc2N2CCN(C)CC2)cn1 | -1% | 0.8% | 15% | -0.3 | -1% | -10% | -2% | 6% | i
COc1ccc(S(=O)(=O)N(C)CC(=O)N2CCC(C(N)=O)CC2)cc1 | 0% | -0.1% | 2% | -1.5 | 7% | 14% | -3% | -10% | i

Following part:
mol | Nrf2 block | Nrf2 activator | A549 tox | IL-2 act | ATXN2 expr inh | EPAC2 ag | HepG2 viability | TGFb inhibitor | S2 tox
CNC(=S)N1N=C(c2ccc(OC)cc2)CC1c1ccc(N(C)C)cc1 (centres undefined) | -5% | 0.5% | -6% | 0.3 | 28% | 10% | -26% | -3% | i
Cn1cccc1Cc1nnc(SCC(=O)Nc2cccc(F)c2)n1CCc1ccccc1 | 25% | 2.9% | -3% | -2.0 | -7% | 18% | -11% | 3% | i
Cc1ccc(Cn2c(=N)c(S(=O)(=O)c3ccc(Br)cc3)cc3c(=O)n4ccccc4nc32)cc1 | -31% | -0.9% | -8% | 95* | . | -4% | -12% | 1% | i
CC1Cc2ccccc2C(=O)N1 (centres undefined) | ? | 0.2% | -1% | -0.5 | -10% | 0% | 6% | 26% | i
COc1cc(C(N)=O)cc(Br)c1OC | 12% | 0.2% | -7% | -0.1 | 6% | ? | -5% | 10% | i
Cc1ccc(S(=O)(=O)NCCCNC(=O)c2ccccc2)cc1 | -1% | 0.1% | 0% | -2.3 | 3% | 1% | -8% | 12% | i
CCOC(=O)C1CSC(CC(=O)Nc2ccc(Cl)cc2)C(=O)N1 (centres undefined) | 9% | 2.0% | 8% | 0.1 | -8% | 1% | -24% | -18% | i
O=C(Nc1ccc(Cl)c(C(F)(F)F)c1)C(Cc1ccccc1)NS(=O)(=O)c1cccc2nsnc12 (centres undefined) | -10% | 5.4% | 0% | . | -15% | . | -34% | -14% | ?
Cn1cnnc1SCC(=O)Nc1ccc2nc(SCc3ccccc3Cl)sc2c1 | 7% | -0.3% | -5% | -1.4 | 34%[activator] | 4% | -1% | -1% | i
COc1ccc(NC(=O)CCSCCc2ccccn2)cc1OC | -2% | -0.1% | 5% | -0.2 | 1% | 14% | -19% | -9% | i

Continuation:
mol | Nrf2 block | Nrf2 activator | A549 tox | IL-2 act | ATXN2 expr inh | EPAC2 ag | HepG2 viability | TGFb inhibitor | S2 tox
O=C(CNC(=O)c1ccccc1Cl)OCC(=O)N1CCc2ccccc21 | 8% | 11% | 0% | 0.0 | 22% | -3% | 6% | -5% | i
COc1ccc(NC(=O)C(Cc2ccccc2)n2cccc2)cc1OC (centres undefined) | 0%&-11% | 4.2%&3.3% | 1%&-5% | -0.6 | -24% | -14% | -16%&-19% | -28%&0% | i
Cc1ccccc1/C=N/n1c(COc2ccccc2)n[nH]c1=S | -25% | 0.8% | 2% | -0.5 | -9% | 8% | -14% | 0% | i
CCOC(=O)NC(=O)C(=CNc1ccccc1OC)C(=O)NC(=O)OCC | -15% | -0.4% | 2% | -2.3 | 2% | 4% | -4% | -6% | i
COc1ccc(Cl)cc1C(=O)Nc1ccccc1N1CCN(C)CC1 | 7% | 7.7% | ? | 3.2 | -30% | 1% | -44% | -21% | i
CNC(=S)N(Cc1ccc(Cl)cc1)Cc1cccs1 | -14% | 0.3% | 15% | 0.4 | -23% | 18% | -14% | -26% | i
COc1ccc(N2C(=O)C3CCCN3C2c2ccc(F)cc2)cc1Cl (centres undefined) | 8% | -0.7% | 1% | -0.9 | 0% | 5% | 0% | 25% | i
CCOC(=O)N1CCN(S(=O)(=O)N2CCCC(C(=O)NCc3ccc(OC)cc3)C2)CC1 (centres undefined) | -14% | 0.2% | 4% | -1.8 | -2% | -6% | 3% | 11% | i
O=C(COC(=O)C1CCCO1)Nc1nc(-c2ccc(F)cc2)cs1 (centres undefined) | 29% | 0.6% | -8% | -0.3 | 24% | 3% | -2% | -6% | i
CCSc1nc2ccccc2n1C(=O)c1ccc(S(=O)(=O)N2CCCCC2)cc1 | . | 0.5% | ? | -1.9 | -13% | -14% | 0% | -3% | i

New compounds follow
mol | Nrf2 block | Nrf2 activator | A549 tox | IL-2 act | ATXN2 expr inh | EPAC2 ag | HepG2 viability | TGFb inhibitor | S2 tox
O=C(O)CCSc1nnnn1-c1ccccc1 | 8% | -1.4% | 8% | 1.0 | 1% | -1% | -16% | 10% | i
CC(=O)OCC(=O)[C@@]12OC(C)(C)O[C@@H]1CC1C3C[C@H](F)C4=CC(=O)C=CC4(C)[C@@]3(F)C(O)CC12C (some centres undefined) | . | 0.7% | -9% | -0.4 | 4% | -4% | -3% | 24% | i
O=C(CNC(=O)c1ccco1)NCC(=O)OCc1ccc(Cl)cc1 | 13% | -0.7% | -2% | -2.2 | 3% | 1% | -11% | -2% | i
COCc1nc2ccccc2n1Cc1ccccc1Br | 30% | 0.3% | 3% | -1.0 | -19% | 4% | -36% | -11% | i
OC[C@H]1OC(O)[C@H](O)[C@@H](O)[C@H]1O (some centres undefined) | -5% | -0.7% | -9% | 0.5 | 13% | -11% | 10% | -7% | i
COc1cc(S(=O)(=O)Nc2ncccc2C)c(OC)cc1Cl | . | 0.2% | 9% | -0.1 | 0% | 6% | -10% | 15% | i
COc1ccccc1CNC(=O)CCC(=O)N1Cc2ccccc2Oc2ncccc21 | . | -1.1% | 4% | . | 7% | . | -7% | -5% | i
COc1ccc(N=C2S/C(=C\c3ccc(C)s3)C(=O)N2CC(C)C)cc1 | 7% | 0.3% | -7% | 0.7 | -15% | 5% | 0% | 5% | i
CCc1nn(CC(=O)N2CCN(c3cccc(C(F)(F)F)c3)CC2)c(=O)c2cc3occc3n12 | 3% | 0.3% | 2% | . | -1% | . | -23% | ? | i
O=C(Nc1ccc(OC(F)(F)F)cc1)c1cnc2n(c1=O)CCS2 | 3% | 3.0% | -1% | 3.1 | 22% | 7% | -2% | 0% | i

Next part:
mol | Nrf2 block | Nrf2 activator | A549 tox | IL-2 act | ATXN2 expr inh | EPAC2 ag | HepG2 viability | TGFb inhibitor | S2 tox
CC(C)C(NC(=O)CNC(=O)OC(C)(C)C)C(=O)NCc1ccc(Cl)cc1 (centres undefined) | 6% | -0.5% | 1% | -1.9 | -15% | 2% | -21% | 11% | i
O=C(COC(=O)CCSc1ccccc1)Nc1ccccc1Br | 0% | -0.6% | 9% | 0.1 | . | 4% | 5% | 5% | i
Cc1nnc(SCCCCSc2nnc(C)c(=O)[nH]2)[nH]c1=O | 2% | 0.2% | -7% | -2.7 | -8% | 6% | 23% | 0% | i
Cc1ccc(-n2nc3ccc(NC(=O)COc4ccccc4)cc3n2)cc1Cl | 12% | 3.3% | -2% | . | . | . | -1% | -4% | .
COc1ccc(OCC(=O)N/N=C(\C)c2cccs2)cc1 | 6% | 0.1% | 23% | 0.1 | . | -1% | 21% | -4% | i
COc1cc(OC)c(OC)cc1CN1CCc2nc(N3CCN(c4ccccc4F)CC3)ncc2C1 | . | 0.4% | -12% | . | -22% | . | -19% | -36% | i
Cc1cc(OCC(=O)OCC(=O)NCc2ccc3c(c2)OCO3)ccc1Cl | 9% | 0.1% | -1% | 0.1 | 11% | -1% | 2% | 5% | i
NC(=O)c1cccc(N=Cc2cc(Cl)cc(Cl)c2O)c1 | 3% | 0.1%[9.22 µM] | -2% | -2.8 | 0% | -2% | 0% | -18% | i
Cc1ccc(-n2ncc3c2CCCC3NC(=O)c2ocnc2C)cc1C (centres undefined) | 2.3µM* | -0.3% | -17% | -4.5 | -31% | 15% | -50% | -16% | ?
COc1cccc(C(c2cccc(OC)c2)c2ccccc2C(=O)O)c1 | -8% | 0.0% | -21% | 0.4 | -10% | 12% | -1% | 1% | i
Cc1c(Cl)cccc1NC(=S)N(CCN(C)C)C(C)c1ccco1 (centres undefined) | ? | 0.0% | 7% | -0.5 | . | 3% | -34% | ? | i
COc1ccccc1N/C(=N/S(=O)(=O)c1ccc(C)cc1)c1ccc(Cl)cc1 | -9% | -0.5% | 2%[1.84 µM] | -3.7 | -3% | 7% | -24% | 0% | i

Screening data (PubChem)
